Lamin A splicing: qHTS Assay for Modulators of Lamin A Splicing. HeLa LMNA splicing GFP/RFP minigene ratio, 48 h. Potency, µM (top dose mostly 46.1 µM), for the others: top-dose ratio change, negative = inhibition, hits mostly inhibitors. actives 0.01% (n = 200,000). AID 1487, 2009; active means well fitted inhibition curve with a large enough effect in the signal ratio, with a control signal flat, not every such curve was filed as active; inconclusive means small, poorly fitted or top-dose-only effect, or effect the other way, or a change in a side signal; the % refers to the signal ratio; further: potency means the concentration at half of the fitted maximal effect; on the % scale 0 is the no-effect control and ±100 the full control effect
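S3 HeLa stable clones carrying a lamin A-EGFP splicing minigene plus DsRed2 were seeded at 600 cells/well in Opti-MEM with 2% FBS, pin-dosed and incubated 48 h at 37°C. Acumen cytometry (488 nm) gave the GFP/RFP total-intensity ratio.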
Luc counter: Counterscreen for Luciferase (Kinase-Glo TM) Inhibition | Luciferin 4-monooxygenase (Photuris pensylvanica), Q27757 | Kinase-Glo luciferase, ATP luminescence, 8 min | Potency, µM (top dose mostly 38.3 µM), inactives show at the top dose activity change, negative = inhibition, most hits filed as inhibitors | actives 0.28% (n = 200,000); further: potency means the concentration at half of the fitted maximal effect; on the % scale 0 is the no-effect control and ±100 the full control effect; nearly all actives have a fitted effect of over 60% in size
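Light output from Kinase-Glo luciferase with luciferin and 10 uM ATP in 50 mM imidazole pH 7.2, KCl, MgCl2, Tween 20, BSA; compound pin-delivered, 8-min ambient incubation, then luminescence read.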
CBFb-RUNX1 inh: qHTS Assay for Compounds Blocking the Interaction Between CBF-beta and RUNX1 for the Treatment of Acute Myeloid Leukemia. Potency, µM (highest dose often 59.8 µM), for the others: top-dose activity, negative = inhibition, most hits filed as inhibitors. 230,000 tested, under 10 active. AlphaScreen CBFb-His/RUNX1-biotin binding, biochemical. AID 1477, 2009; further: % of control where 0% means no effect
Target sequence (Q01196 whole entry, looked up): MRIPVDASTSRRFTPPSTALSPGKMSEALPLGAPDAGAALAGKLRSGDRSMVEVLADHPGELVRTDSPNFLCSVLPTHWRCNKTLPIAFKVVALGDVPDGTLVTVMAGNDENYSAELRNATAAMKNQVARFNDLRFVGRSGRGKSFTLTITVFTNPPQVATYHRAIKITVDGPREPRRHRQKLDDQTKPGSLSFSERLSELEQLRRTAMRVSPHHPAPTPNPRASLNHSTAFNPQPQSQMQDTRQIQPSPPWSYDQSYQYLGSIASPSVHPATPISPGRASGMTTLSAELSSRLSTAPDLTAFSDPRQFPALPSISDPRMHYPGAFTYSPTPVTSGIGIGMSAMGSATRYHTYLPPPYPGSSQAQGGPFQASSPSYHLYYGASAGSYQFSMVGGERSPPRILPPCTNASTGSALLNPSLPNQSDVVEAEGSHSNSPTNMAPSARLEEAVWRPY
Target sequence (Q13951 whole entry, looked up): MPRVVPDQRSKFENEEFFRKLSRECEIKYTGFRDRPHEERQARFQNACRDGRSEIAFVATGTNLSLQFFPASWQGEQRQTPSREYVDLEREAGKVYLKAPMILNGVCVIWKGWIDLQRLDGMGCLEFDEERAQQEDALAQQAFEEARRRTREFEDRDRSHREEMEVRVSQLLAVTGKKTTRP
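Room-temperature protein-protein interaction test with 30 nM each of His-tagged CBF-beta and biotinylated RUNX1, 15 min with compound, then 90 min with nickel plus streptavidin beads. Signal read in AlphaScreen mode.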
IMPase Li cell: qHTS Assay for Identifying the Cell-Membrane Permeable IMPase Inhibitors: Potentiation with Lithium; AID 1457, 2008; actives 0.35% (n = 210,000); Potency, µM (highest dose often 59.4 µM), without a hit: at the highest dose activity, negative = IMPase inhibition, hits mostly inhibitors; CHO-M1 cells, IP1 TR-FRET (IP-One), carbachol + lithium;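 further: IP1 builds up when IMPase is blocked and the TR-FRET signal falls; potency means the concentration at half of the fitted maximal effect; plate controls were basal vehicle for no effect and high inhibitor control for full effect; nearly all actives have a fitted effect of over 50% in size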
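Test compounds were applied to CHO-M1 cells previously cultured for 16–30 h at 2000 per well. A small lithium amount accompanied them; after 30 min at 37C, IP1 was quantified by TR-FRET.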
SMN2 splice enh: qHTS Assay for Enhancers of SMN2 Splice Variant Expression | actives 2.8% (n = 210,000) | HEK293 SMN2-luciferase splicing reporter, luminescence, 30-36 h | Potency, µM (highest dose often 46.1 µM), for the others: top-dose activity change, positive = activation, hits mostly activators; further: potency means the concentration at half of the fitted maximal effect; % of control where 0% means no effect; nearly all actives have a fitted effect of over 55% in size
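qHTS luciferase splicing reporter: luminescence rises when SMN2 exon 7 is included in transfected HEK293 cells. Compound exposure lasted 30-36 h at 37C, with 4.5 mM final sodium butyrate as control, followed by a ONE-Glo read.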
HTT ATP protect: qHTS Multiplex Assay to Identify Dual Action Probes in a Cell Model of Huntington: Cytoprotection (ATP) | actives 0.14% (n = 230,000) | Potency, µM (series often up to 56.4 µM), without a hit: cytoprotection (ATP increase), hits mostly activators | PC12 HTT-Q103 induced, cytoprotection, ATP luminescence, 40 h;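 further: potency means the concentration at half of the fitted maximal effect; % of control where 0% means no effect; nearly all actives have a fitted effect of over 45% in size; toxic huntingtin expression switched on by the ecdysone agonist tebufenozide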
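PC12 cells stably carrying ecdysone-inducible Htt exon 1 (Q103)–GFP were induced with 100 nM tebufenozide (final) alongside library compounds in a dose series. Cytoprotection was scored as retained ATP by ATPlite luminescence.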
HttQ103 aggreg: qHTS Multiplex Assay to Identify Dual Action Probes in a Cell Model of Huntington: Aggregate Formation (GFP); PC12 HttQ103-GFP aggregates, Acumen cytometry, 40 h; AID 1688, 2009; Potency, µM (titrated, usually from 46.1 µM), for the others: at the highest dose activity change, negative = inhibition, hits mostly inhibitors; actives 1.1% (n = 220,000); further: potency means the concentration at half of the fitted maximal effect; on the % scale 0 is the no-effect control and ±100 the full control effect; nearly all actives have a fitted effect of over 60% in size
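Ecdysone-promoter PC12 model expressing HTT exon 1 Q103 fused to GFP, induced by tebufenozide at 100 nM final. Compounds titrated; aggregates sized 1–25 µm scored on a 488 nm laser cytometer.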
Numbers without * were called inactive; u = inconclusive; x = not tested or not shown; [ ] = another dose, or the depositor's remark. Unless noted, the call rests on the fitted dose curve; in most records, active means well fitted curve in the direction sought with a large enough effect; inconclusive means small, poorly fitted or top-dose-only effect, or another doubt; inactive means no such curve, though single readings can be large; an effect the other way counts as inactive or inconclusive.

1	COCC(=O)Nc1nnc(-c2cccs2)s1
2	O=C(c1cc(-c2ccncc2)nc2ccc(Cl)cc12)N1CCN(C(=O)C2CCCO2)CC1 (configuration not stated)
3	O=C(NN1C(=O)c2ccccc2NC1c1cccnc1)c1ccccc1 (configuration not stated)
4	CC(=O)c1cccc(NC(=O)COc2ccc(S(=O)(=O)N3CCCCC3)cc2)c1
5	O=C(Nc1nccs1)c1ccccn1
6	N#Cc1ccc(COC(=O)CSc2nnc(N)s2)cc1
screen / no.	1	2	3	4	5	6
Lamin A splicing	-3%	-7%	x	-5%	u	3%
Luc counter	-2%	0%	-1%	-1%	-14%	x
CBFb-RUNX1 inh	4%	-4%	3%	3%	-25%	0%
IMPase Li cell	-6%[38.3 µM]	8%	-3%	-5%[38.3 µM]	0%	x
SMN2 splice enh	10%	u	-11%	-15%	u	x
HTT ATP protect	-18%[10 µM]	-27%[0.074 µM]	-21%	-26%	-63%[inhibitor]	16%[10 µM]
HttQ103 aggreg	14%	12%	6%	-1%	-19%	11%

7	Cc1c(C(=O)N2CC(C)OC(C)C2)sc2nc(-c3ccccc3)cn12 (configuration not stated)
8	CNC(=S)N/N=C/c1cn(Cc2ccc(C)cc2)c2ccccc12
9	Cc1ccccc1NS(=O)(=O)c1ccc(NC(=O)c2nc3ncccn3n2)cc1
10	C/C(=N/NC(=O)Cc1cc(=O)[nH][nH]1)c1ccc([N+](=O)[O-])cc1
11	O=C(/C=C\c1ccc(-c2ccccc2)o1)c1ccccc1
12	Cc1nc2c(ncn2-c2ccccc2)c(=O)n1NC(=O)CN1CCCC1
screen / no.	7	8	9	10	11	12
Lamin A splicing	u	-24%	12%	-1%	u	x
Luc counter	-6%	1%	-3%	5%	-1%	x
CBFb-RUNX1 inh	3%	3%	-4%	4%	-14%	-1%
IMPase Li cell	-11%[38.3 µM]	-2%	10%[38.3 µM]	18%	15%	x
SMN2 splice enh	-36%[inhibitor]	-24%	-5%	x	u	x
HTT ATP protect	10%	-2%[10 µM]	-19%	9%[1.9 µM]	33%[10 µM]	41%[10 µM]
HttQ103 aggreg	2%	3%	5%	2%	20%	24%[9.22 µM]

13	COc1ccc(S(=O)(=O)N2CC(C(=O)O)Oc3ccc(CC(=O)O)cc32)cc1 (configuration not stated)
14	Cc1nn(-c2ccccc2)c(N2CCCC2)c1/C=N/NC(=O)c1cc2ccccc2cc1O
15	OCCCc1cn(-c2ccccc2)c2ccccc12
16	CN1C=C(C(F)(F)F)C=C/C1=C(\C#N)c1nnc2n1CCCCC2
17	CCOc1ccc2ccccc2c1/C=N/n1cncn1
18	CCCCCC(=O)Nc1cccc(C2=NOC3(C2)C[C@@H](C(N)=O)N(C(=O)c2ccc(OC)cc2)C3)c1 (some centres not stated)
screen / no.	13	14	15	16	17	18
Lamin A splicing	u	u	u	4%	15%	x
Luc counter	-1%	6%	2%	0%	-1%	x
CBFb-RUNX1 inh	0%	6%	4%	0%	1%	-5%
IMPase Li cell	5%[38.3 µM]	-15%	-2%	0%[38.3 µM]	37%[activator][38.3 µM]	x
SMN2 splice enh	-7%	x	x	14%	-17%	x
HTT ATP protect	11%	-17%[10 µM]	17%[10 µM]	-10%	0%	3%[10 µM]
HttQ103 aggreg	13%	-7%	-10%[9.22 µM]	-3%	12%	-2%[9.22 µM]

19	Cc1ccc(/C=N/Nc2nnc(Cl)c3ccccc23)cc1
20	CCOC(=O)NC(=O)CSc1nnc(SCCC(=O)O)s1
21	COc1ccc(-c2c(C)c3ccc(OCC(C)=O)cc3oc2=O)cc1
22	COc1ccc(-c2nnc(SCc3cccnc3)o2)cc1
23	COC(=O)c1nc2n(n1)C(c1cc(OC)ccc1OC)C(C(=O)OC1CCCCC1)=C(C)N2 (configuration not stated)
24	CC1CCCCC1NC(=O)CCn1c(=O)oc2ccccc21 (configuration not stated)
screen / no.	19	20	21	22	23	24
Lamin A splicing	u	-8%	u	u	-8%	-1%
Luc counter	u	-3%	-1%	0%	-1%	1%
CBFb-RUNX1 inh	-10%	-4%	6%	5%	-1%	0%
IMPase Li cell	3%	-3%	-7%	0%	9%[38.3 µM]	12%
SMN2 splice enh	4.5µM*	6%	u	u	17%	7%
HTT ATP protect	x	31%[10 µM]	-65%[inhibitor]	-5%[1.9 µM]	-14%	18%[10 µM]
HttQ103 aggreg	3%	-3%	u	1%	31%	12%

25	Brc1ccc(C2=CSC3=NCCN23)cc1
26	CCN(CC(=O)O)CC(=O)O
27	O=S(=O)(O)c1ccccc1
28	O=C(CNC(=O)c1ccco1)OC(C(=O)c1ccccc1)c1ccccc1 (configuration not stated)
29	CCC(CC)NC(=O)Cc1ccccc1[N+](=O)[O-]
30	CC(=O)N(C)c1ccc(OCC(O)COc2ccc(N(C)C(C)=O)cc2)cc1
screen / no.	25	26	27	28	29	30
Lamin A splicing	u	x	x	9%	-1%	4%
Luc counter	2%	-3%[7.66 µM]	x	-1%	10%	2%
CBFb-RUNX1 inh	-5%	x	11%[21.7 µM]	2%	18%	8%
IMPase Li cell	8%	4%	-3%	1%[38.3 µM]	-4%	23%[38.3 µM]
SMN2 splice enh	-6%	-1%[9.22 µM]	u	-11%	13%	u
HTT ATP protect	-3%[10 µM]	-5%[10 µM]	-49%[inhibitor]	-13%[10 µM]	15%[10 µM]	6%
HttQ103 aggreg	-18%[9.22 µM]	x	x	-12%	-15%	19%

Already shown: entries from further up.
16	CN1C=C(C(F)(F)F)C=C/C1=C(\C#N)c1nnc2n1CCCCC2
17	CCOc1ccc2ccccc2c1/C=N/n1cncn1
18	CCCCCC(=O)Nc1cccc(C2=NOC3(C2)C[C@@H](C(N)=O)N(C(=O)c2ccc(OC)cc2)C3)c1 (some centres not stated)
19	Cc1ccc(/C=N/Nc2nnc(Cl)c3ccccc23)cc1
20	CCOC(=O)NC(=O)CSc1nnc(SCCC(=O)O)s1
21	COc1ccc(-c2c(C)c3ccc(OCC(C)=O)cc3oc2=O)cc1
22	COc1ccc(-c2nnc(SCc3cccnc3)o2)cc1
23	COC(=O)c1nc2n(n1)C(c1cc(OC)ccc1OC)C(C(=O)OC1CCCCC1)=C(C)N2 (configuration not stated)
screen / no.	16	17	18	19	20	21	22	23
Lamin A splicing	4%	15%	x	u	-8%	u	u	-8%
Luc counter	0%	-1%	x	u	-3%	-1%	0%	-1%
CBFb-RUNX1 inh	0%	1%	-5%	-10%	-4%	6%	5%	-1%
IMPase Li cell	0%[38.3 µM]	37%[activator][38.3 µM]	x	3%	-3%	-7%	0%	9%[38.3 µM]
SMN2 splice enh	14%	-17%	x	4.5µM*	6%	u	u	17%
HTT ATP protect	-10%	0%	3%[10 µM]	x	31%[10 µM]	-65%[inhibitor]	-5%[1.9 µM]	-14%
HttQ103 aggreg	-3%	12%	-2%[9.22 µM]	3%	-3%	u	1%	31%

24	CC1CCCCC1NC(=O)CCn1c(=O)oc2ccccc21 (configuration not stated)
screen / no.	24
Lamin A splicing	-1%
Luc counter	1%
CBFb-RUNX1 inh	0%
IMPase Li cell	12%
SMN2 splice enh	7%
HTT ATP protect	18%[10 µM]
HttQ103 aggreg	12%

Other structures:
31	COc1ccc(C2CC(c3cccs3)Nc3nnnn32)cc1 (configuration not stated)
32	CCN(c1cccc(C)c1)S(=O)(=O)c1ccc2[nH]c(=O)c(=O)[nH]c2c1
33	CCCCC1CC(C)(C(=O)CSc2nc3ccccc3s2)OC1=O (configuration not stated)
34	Cc1onc(-c2c(Cl)cccc2Cl)c1NC(=O)N(C)N
35	Cc1cc(=O)[nH]c(=O)n1Cc1ccccc1
36	Cc1c(Br)c([N+](=O)[O-])nn1CCCC(=O)Nc1sc2c(c1C(N)=O)CCC(C)C2 (configuration not stated)
screen / no.	31	32	33	34	35	36
Lamin A splicing	6%[46 µM]	-12%	u	x	x	-5%
Luc counter	3%	-1%	1%	x	1%	1%
CBFb-RUNX1 inh	-1%	5%	21%	10%	3%	-2%
IMPase Li cell	-4%	6%[38.3 µM]	17%[38.3 µM]	x	4%	17%
SMN2 splice enh	15%	-3%	12%	x	8%	-5%[1.84 µM]
HTT ATP protect	-29%	31%[10 µM]	-50%[inhibitor][10 µM]	2%[10 µM]	-28%	-7%[10 µM]
HttQ103 aggreg	-1%	-20%	4%	-7%[9.22 µM]	-1%	5%

37	O=C(Nc1ccc(CN2CCS(=O)(=O)CC2)cc1)c1ccc(C(F)(F)F)cc1
38	COC(=O)c1ccccc1NC(=O)c1ccccc1OC
39	O=C(NCCc1c[nH]c2ccc(Cl)cc12)c1ccc([N+](=O)[O-])cc1
40	Cc1nn(-c2ccccc2)c2c1C(c1ccc(Br)s1)C(C#N)=C(N)O2 (configuration not stated)
41	Cn1c(CN2CCOCC2)nc2cc(NC(=O)c3ccc(F)cc3)ccc21
42	O=S(=O)(NCCSc1ccc(Cl)cc1)c1ccc(F)cc1
43	Cn1c(=N)c(S(=O)(=O)c2ccccc2)cc2c(=O)n3ccccc3nc21
44	CCCc1cc(=O)oc2cc(C)cc(OCC(=O)O)c12
45	Cc1c(C)n(CCc2c[nH]c3ccccc23)ccc1=O
screen / no.	37	38	39	40	41	42	43	44	45
Lamin A splicing	6%[46 µM]	u	x	x	u	14%	1%	-8%	u
Luc counter	x	-5%	x	0%	3%	-3%	-1%	-2%	2%
CBFb-RUNX1 inh	7%	7%	6%	u	-5%	4%	4%	7%	-3%
IMPase Li cell	x	-5%[38.3 µM]	x	12%	39%[activator][38.3 µM]	16%[38.3 µM]	24%[38.3 µM]	-7%[38.3 µM]	-9%
SMN2 splice enh	x	-13%	x	13%	x	-15%	-3%	-14%	3%
HTT ATP protect	-15%[10 µM]	3%[10 µM]	-1%[10 µM]	x	-12%	-3%	-17%	-12%	-10%
HttQ103 aggreg	6%[9.22 µM]	6%	-5%[9.22 µM]	5%	-17%	-11%	3.2µM*	3%	-22%

Screens as filed in PubChem BioAssay.

Not a hit list. About 4% of those tested had a hit in this group.
